Bioassay records deposited in PubChem by Sanford-Burnham Center for Chemical Genomics.
EBI2 antag: EBI2 (human) antagonism | EBI2 beta-arrestin recruitment, luminescence, 7a,25-OHC stimulated | inhibition, % at 5 µM | 0.81% of 360,000 active; in the data active means inhibition above about 38%;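 further: enzyme fragment complementation signal reports receptor beta-arrestin coupling in cells; 0% = agonist plus DMSO wells and 100% = wells without agonist; some results beyond the cut were filed as inactive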
ATG4B inh: inhibitors of human ATG4B cysteine protease; Q9Y4P1; ATG4B cleavage of LC3-PLA2, NBD-HPC fluorescence, 1 h; inhibition, % at 8.33 µM; 0.51% of 340,000 active; AID 504462; in the data active means inhibition above about 40%
Target sequence (Q9Y4P1 whole entry, looked up): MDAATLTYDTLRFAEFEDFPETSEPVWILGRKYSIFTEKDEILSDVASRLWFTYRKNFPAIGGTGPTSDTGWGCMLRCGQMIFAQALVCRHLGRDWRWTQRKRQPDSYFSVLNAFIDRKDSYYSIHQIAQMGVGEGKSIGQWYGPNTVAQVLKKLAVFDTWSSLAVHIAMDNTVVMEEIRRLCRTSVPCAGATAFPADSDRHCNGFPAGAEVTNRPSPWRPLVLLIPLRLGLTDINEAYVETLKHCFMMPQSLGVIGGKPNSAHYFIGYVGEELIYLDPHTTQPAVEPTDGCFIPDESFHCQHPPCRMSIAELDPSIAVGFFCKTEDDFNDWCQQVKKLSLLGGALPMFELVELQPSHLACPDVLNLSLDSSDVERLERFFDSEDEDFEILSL
CXCR6 inh: CXCR6 (human) receptor inhibition. CHO-K1 PathHunter CXCR6 beta-arrestin, luminescence. inhibition, % at 20 µM. 0.36% of 360,000 active. AID 602244; in the data active means inhibition above about 34%, passing the limit was not always enough;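 further: antagonist mode with CXCL16 agonist at 10 nM final; 0% = 10 nM CXCL16 with DMSO and 100% = unstimulated wells without agonist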
Gli-Sufu antag: antagonists of Gli-Sufu signaling; Sufu-KO-LIGHT fibroblasts, Gli luciferase reporter luminescence; inhibition, % at 5 µM; 0.74% of 340,000 active;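 active means inhibition above about 55%, limit read from the data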;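 further: 0% = DMSO-treated cells and 100% = wells with medium but no cells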
APJ antagonist: antagonists of human APJ apelin receptor; P35414; CHO-K1 APJ beta-arrestin complementation, luminescence; inhibition, % at 20 µM; 0.32% of 330,000 active; AID 2521;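 active means inhibition above about 40% at 20 µM, limit read from the data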;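 further: cells challenged with 10 nM apelin-13 agonist together with compound; plate controls were apelin-13 plus DMSO wells for no effect and DMSO wells lacking apelin-13 for full effect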
CCR6 antag: antagonists of human CCR6 receptor | P51684 | CHO-K1 CCR6 PathHunter beta-arrestin, luminescence, CCL20-stimulated | inhibition, % at 20 µM | 0.49% of 340,000 active | AID 493098;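 active means compounds whose inhibition of the agonist-driven luminescence signal at 20 µM reaches about 50%, limit read from the data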;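 further: cells stimulated with CCL20 at 14 nM final; plate controls were DMSO with CCL20 for no effect and DMSO without agonist for full effect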
Target sequence (P51684 whole entry, looked up): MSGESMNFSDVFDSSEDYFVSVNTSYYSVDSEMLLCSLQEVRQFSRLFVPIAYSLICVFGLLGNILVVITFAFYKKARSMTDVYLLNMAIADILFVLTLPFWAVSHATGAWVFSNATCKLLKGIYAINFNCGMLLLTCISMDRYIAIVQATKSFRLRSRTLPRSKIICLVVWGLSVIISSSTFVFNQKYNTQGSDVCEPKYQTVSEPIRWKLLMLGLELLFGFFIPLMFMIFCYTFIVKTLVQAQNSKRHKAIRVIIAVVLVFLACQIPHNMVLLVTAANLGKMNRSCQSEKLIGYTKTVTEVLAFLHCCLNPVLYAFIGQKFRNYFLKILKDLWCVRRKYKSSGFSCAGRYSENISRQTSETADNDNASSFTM
APJ agonist: APJ receptor agonism | P35414 | CHO-K1 APJ PathHunter beta-arrestin, luminescence; 0% DMSO wells, 100% apelin | activation, % at 20 µM | 0.11% of 330,000 active | AID 2520;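 active means activation more than six SD over the plate average, tested at 20 µM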;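 further: 0% = DMSO alone and 100% = apelin-13 at 10 nM; some results filed as inactive read as strong as hits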
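Material: CHO-K1 APJ beta-arrestin complementation cell line; Input: cell density 1000 per well; Incubation: compound stimulation 90 min at 25 °C, detection 60 min; Signal: luminescence from split beta-galactosidase complementation, Galacton Star/Emerald II substrate; Controls: DMSO-only wells as negative, 10 nM Apelin-13 as positive control.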
UBC13 inh: inhibitors of human UBC13 polyubiquitin chain formation. P61088. 0.47% of 330,000 active. inhibition, % at 20 µM. TR-FRET; in the data active means inhibition above about 45%, passing the limit was not always enough
Target sequence (P61088 whole entry, looked up): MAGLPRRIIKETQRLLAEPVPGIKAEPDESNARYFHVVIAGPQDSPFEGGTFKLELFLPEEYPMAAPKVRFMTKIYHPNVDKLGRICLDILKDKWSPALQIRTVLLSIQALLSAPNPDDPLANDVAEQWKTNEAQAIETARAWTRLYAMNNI
Numbers without * were called inactive; . = not tested or not shown.

SMILES	EBI2 antag	ATG4B inh	CXCR6 inh	Gli-Sufu antag	APJ antagonist	CCR6 antag	APJ agonist	UBC13 inh
Cc1ccc(/C=N/Nc2ccc(Cl)c(C(=O)O)c2)s1	2	-3	-9	-105	-22	-4	2	-8
CCn1c(=O)n(CC)c2cc(N3CCCC3)c(NC(=O)c3cc(Br)ccc3OC)cc21	.	-7	.	28	14	27	-2	10
Cc1ccc(S(=O)(=O)NCCC(=O)NCC(=O)Nc2c(C)cccc2C)cc1C	-2	-6	7	-6	9	4	-5	1
CCOC(=O)c1c(N2C(=O)Nc3ccccc3N2O)n[nH]c1-c1cccc(Cl)c1	-4	7	0	-1	10	-3	-4	0
O=S1(=O)CC/C(=N\O)c2ccccc21	-2	-9	-1	-4	-5	3	-3	2
COc1cccc(CC2(CO)CCCN(Cc3ccc(OC(F)F)cc3)C2)c1 (stereo not drawn)	16	-6	-10	-8	.	11	.	.
CCOC(=O)C1=C(NC(=O)c2ccc(Br)o2)Nc2ccccc2N=C1	8	-8	7	10	9	14	-2	3
Cn1cc(CN2CCN(Cc3ccccc3)CC2)c(-c2cccc(Cl)c2)n1	1	4	-1	9	-6	16	-3	6
O=C(Nc1ccc(F)c(Cl)c1)c1ccccc1NC(=O)C1CCCCC1C(=O)O (stereo not drawn)	-3	5	6	-33	.	-2	.	.
CSc1nnc(-c2sc3cc(C(F)(F)F)cnc3c2-c2ccccc2)n1C	8	-2	1	5	0	20	-4	-4
Nc1nc(SCc2ccccn2)c2ncn(C3OC(CO)C(O)C3O)c2n1 (stereo not drawn)	-1	-2	5	2	.	6	.	.
CC(C)CN1CCC(=O)N(CCSc2ccc(Br)cc2)CC1	-2	-3	8	-15	5	17	-4	9
C/C(Nc1ccccc1)=C(/C#N)C(N)=O	-6	-2	-9	2	-7	11	-4	20
CN1C(=O)c2ccccc2Sc2ccc(NC(=O)N3CCOCC3)cc21	16	-1	1	-1	11	4	-1	2
O=[N+]([O-])c1ccc(/C=N/N/C(=N/c2ccccn2)c2ccccn2)cc1	-10	5	-6	-22	-25	7	5	-12
Cc1ccc2[nH]c3c(c2c1)CCNC3=O	-1	0	7	-3	0	-3	-1	8
CC(=O)Nc1ccc2nc(NC(=O)CCc3ccccc3)sc2c1	-11	-2	0	-3	-7	18	-2	6
O=C(Nc1ccc(Cl)c(C(F)(F)F)c1)C1CCCN(S(=O)(=O)c2cnc[nH]2)C1 (stereo not drawn)	1	-23	-2	-1	16	10	1	3
O=C(O)c1cccc(NS(=O)(=O)c2ccc(-c3ccc(S(=O)(=O)Nc4cccc(C(=O)O)c4)cc3)cc2)c1	-6	-5	11	-9	-6	9	-3	-10
CCOC(=O)N1CCN(C(=O)c2cccc(N3C(=O)NC4CC3(C)Oc3ccc(Cl)cc34)c2)CC1 (stereo not drawn)	1	-1	-7	23	13	8	-5	-4
CCOc1ccccc1OCC(=O)Nc1cc2c(cc1C(=O)O)OCCCO2	-10	6	-3	13	30	-10	-3	-3
C=CCn1c(O)c(N=NC(=O)CNC(=O)c2ccco2)c2ccccc21	-5	-9	7	-10	4	13	-3	-10
Cc1cc(N2CCOCC2)nc2ccc(NC(=S)NCCC(C)C)cc12	14	-8	-16	8	-24	1	4	-11
Cn1c(C(=O)NC2CCCC2)cc2c(=O)n(C)c3ccccc3c21	-6	-1	-3	99*	.	-5	.	.
O=c1[nH]c2cc3c(cc2cc1CN(Cc1ccco1)C(=S)NCC1CCCO1)OCCO3 (stereo not drawn)	-6	-2	-13	1	24	6	-3	6
CCCNC(=O)CNC(=S)N(Cc1cc(OC)c(OC)c(OC)c1)C1CCCC1	3	0	7	1	10	1	-5	15
COc1cc(OC)cc(-c2nc3ccccc3c(=O)n2OC(=O)c2ccc(C)c(C)c2)c1	-18	56*	-7	-8	-17	-11	11*	-5
CN(CCc1ccccn1)C(=S)NC(=O)c1ccco1	4	-4	-8	-5	10	2	-2	0
Cc1ccc(C(=O)NS(=O)(=O)c2ccccc2)cc1	-17	7	2	.	-2	14	-2	-3
CC1CCCC(NC(=O)NC(=O)CCl)C1C (stereo not drawn)	-8	13	-10	10	2	8	1	7
Cc1nn(-c2ccccc2)c(C)c1C(=O)OCc1ccc(C#N)cc1	4	0	4	-10	5	20	0	-1
CC(C)c1ccc2[nH]c3nc(SCC(=O)NC4CC4)nnc3c2c1	3	-10	3	-7	4	-6	2	-14
O=C(NN=C1CCCC1)c1n[nH]c2c1CCCC2	-8	-3	1	-57	9	10	1	0
O=C(O)CCC(=O)Nc1ccc(NC(=O)c2ccc(Cl)cc2Cl)c(Cl)c1	-23	-1	0	2	-3	3	-2	2
Cc1ccc(NC(=O)COn2nnc3ccc(S(=O)(=O)N(C)C)cc32)cc1F	-2	-13	-2	-4	14	2	-1	5
CCN(CCCNC(=O)C1CCCN(S(=O)(=O)c2cnc[nH]2)C1)c1ccccc1 (stereo not drawn)	-9	-10	-1	1	2	6	8	-7
Cc1ccccc1OCC(=O)Nc1ccncc1	-5	-3	2	30	-2	10	-2	1
COC(=O)c1ccc(OC)c(NS(=O)(=O)c2ccc(-n3cnnn3)cc2)c1	-17	3	3	34	0	14	0	-2
O=C(O)c1ccc(N/N=C/c2ccc3nccnc3c2)cc1	2	-3	25	55*	7	20	-2	-18
O=C(NCCO)C1(c2ccc(Cl)cc2)CCCC1	0	4	11	-12	-15	-4	-4	6

An excerpt from above in order of molar mass, rising.
SMILES	EBI2 antag	ATG4B inh	CXCR6 inh	Gli-Sufu antag	APJ antagonist	CCR6 antag	APJ agonist	UBC13 inh
CC1CCCC(NC(=O)NC(=O)CCl)C1C (stereo not drawn)	-8	13	-10	10	2	8	1	7
Cc1nn(-c2ccccc2)c(C)c1C(=O)OCc1ccc(C#N)cc1	4	0	4	-10	5	20	0	-1
C=CCn1c(O)c(N=NC(=O)CNC(=O)c2ccco2)c2ccccc21	-5	-9	7	-10	4	13	-3	-10
CCOc1ccccc1OCC(=O)Nc1cc2c(cc1C(=O)O)OCCCO2	-10	6	-3	13	30	-10	-3	-3
CCN(CCCNC(=O)C1CCCN(S(=O)(=O)c2cnc[nH]2)C1)c1ccccc1 (stereo not drawn)	-9	-10	-1	1	2	6	8	-7

The listing continues:
SMILES	EBI2 antag	ATG4B inh	CXCR6 inh	Gli-Sufu antag	APJ antagonist	CCR6 antag	APJ agonist	UBC13 inh
COc1ccc(CC(=O)Nc2cc(C)c3c(=O)oc4ccccc4c3n2)cc1	12	-9	1	1	-56	12	-2	-12
Cc1ccc(C(C)C)c(OCC(=O)NC2CCN(C)CC2)c1	14	4	-10	1	0	-9	8	0
COc1ccc(CNC(=O)c2ccc3c(=O)n(-c4ccccc4)c(=O)[nH]c3c2)cc1	-2	2	-2	2	-5	18	0	11
Cc1ccc(C)c(OCc2n[nH]c(=S)o2)c1	3	7	10	1	-4	18	0	-4
Cc1nc2ncnn2c(N2CCN(S(=O)(=O)c3ccc(Br)cc3)CC2)c1C	6	-7	4	57*	-6	-2	0	4
Brc1ccc2c(c1)[C@H]1OCC[C@H]1[C@@H](c1cccs1)N2	6	7	-7	0	2	9	2	1
Cn1c(C(=O)Nc2ccc3c(c2)OCCO3)cc2c(=O)n(C)c3ccccc3c21	-13	-4	-15	17	-61	-16	2	3
COCCn1nnnc1C(c1ccc2ncccc2c1)N1CCc2ccccc21 (stereo not drawn)	0	-3	1	2	-24	14	-1	-4
CSc1ccccc1NC(=O)c1cnccn1	-2	2	-1	-3	2	0	-2	-3
CCOc1ccc2oc(C(=O)Nc3cc(C)ccn3)c(C)c2c1	43*	4	-1	-107	6	18	-2	4
C=COCCNC(=S)Nc1ccccc1	0	-5	4	-1	-5	9	-2	5
CC(C)n1nnnc1SCC(=O)NCc1ccc2c(c1)OCO2	1	-9	-8	-6	-5	-1	5	-7
Cc1cc(Cl)ccc1OC(C)C(=O)Nc1cnn(CCCC(=O)O)c1 (stereo not drawn)	-12	-4	-8	-16	28	8	-2	-1
O=C(COc1ccccc1)NNc1nc2c(F)cccc2s1	-10	-12	-1	-3	-39	-14	-3	5
c1ccc(-c2cn3nc4c(nc3n2)CCCC4)cc1	-9	-2	1	-46	4	13	3	-20
CN(CC(=O)Nc1ccc(N2CCOCC2)cc1)CC(=O)Nc1ccc([N+](=O)[O-])cc1Br	-22	-12	-3	-10	-5	7	1	-14
O=C(NNC(=O)c1ccc(Br)s1)c1csc(N2CCOCC2)n1	-15	10	6	0	5	11	-5	-3
CCCOc1ccc(/C(O)=C2/C(=O)C(=O)N(c3ccccn3)C2c2ccc(OC)cc2)cc1C (stereo not drawn)	9	11	4	-6	14	9	-5	-41
O=C(Nc1cc(C(F)(F)F)ccc1N1CCOCC1)C1CC1	-6	4	-2	-7	-40	16	-3	-8
CCCCOc1ccc(-n2nc(C)cc2C)nn1	12	-14	-12	6	22	41	1	7
C=CCOC(=O)C1=C[C@@H](c2coc3ccccc3c2=O)[C@H](CCCO)[C@@H](OCC)O1	-8	-3	1	2	6	0	2	-5
NC(=O)c1ccsc1NC(=O)CSc1nnc(C2CC2)n1Cc1ccccc1	-2	0	4	0	6	12	2	0
CC[C@]1(C(=O)OC)[C@H]2C(=O)N(C)C(=O)[C@H]2[C@H]2CN(C)C(=NCc3ccccc3)N21	-3	-3	-1	6	.	15	.	.
Cc1ccc(CNC(=O)CN2C(C)CCCC2C)cc1 (stereo not drawn)	0	-1	2	-1	6	13	-3	4
CN(CCc1ccccn1)C(=O)CCC1CCCN(C(=O)c2ccc3c(c2)OCCO3)C1 (stereo not drawn)	-10	-4	-6	-37	-23	6	2	0
c1ccc(-c2nnc(N3CCN(c4ccccc4)CC3)nc2-c2ccccc2)cc1	5	-5	3	1	19	18	-3	-7
CC(=O)Nc1ccc(S(=O)(=O)NC2(C(F)(F)F)NC(=O)N(CC(C)C)C2=O)cc1 (stereo not drawn)	-3	-4	0	0	17	-2	-3	1
COc1cc2[nH]c(O)c(C=O)c2cc1OC	-13	0	-10	2	.	-8	.	.
COC(=O)[C@H](Cc1ccccc1)NC(=O)NC(C)CCc1ccccc1 (stereo partly drawn)	2	-10	21	0	15	22	-5	3
Cc1nn(CC(=O)NCc2cccs2)c(=O)c2nn(-c3ccccc3)c(C)c12	-9	-5	-1	-14	5	8	1	-2
Cc1ccc(C)c(NC(=O)CCC(=O)N/N=C2/CC(=O)CC(C)(C)C2)c1	-12	-2	3	-1	12	-4	-4	-1
CC1C=CCC2C(=O)N(c3cccc(C(=O)Nc4ccc(Br)cc4)c3)C(=O)C12 (stereo not drawn)	14	-2	-3	6	-3	5	-1	0
O=C(O)c1ccccc1N=Cc1c(O)n(-c2nccs2)c(=O)c2ccccc12	-13	-12	3	0	1	-1	3	-10
COCCCn1c(-c2ccco2)nc2ccccc2c1=O	-3	2	-4	19	2	-12	2	8
O=C(CCC(=O)c1ccc(Cl)cc1)OCn1nnc2ccccc2c1=O	-1	-12	8	1	4	-3	-3	9
Cc1ccc(C)c(NS(=O)(=O)c2ccc(-c3ccc(=O)[nH]n3)o2)c1	-5	5	5	6	-5	-6	5	-10
Cc1ccc(-c2nc3ccccc3c(=O)n2Cc2ccccc2)cc1	-1	25	2	4	15	21	-4	0
CC1CCc2[nH]c3ccc(C(=O)O)cc3c2C1 (stereo not drawn)	5	-5	7	2	8	4	-4	0
CC1=CC2=NC(=O)/C(=C\c3cccn3CCOc3ccccc3C)C(=N)N2O1	12	-2	9	3	3	34	-2	0
Cc1c2cnn(CC(=O)Nc3c(F)c(F)cc(F)c3F)c(=O)c2c(C)n1Cc1ccccc1F	-9	12	-1	5	18	13	-6	-13
Cc1cc(-c2ccccc2)nc(N(C)NC(=O)C(C)(C)C)c1S(C)(=O)=O	-4	-5	8	4	10	3	-4	3
CCOC(=O)c1[nH]ncc1CN1CCCC(C(=O)c2ccc(OC)cc2C)C1 (stereo not drawn)	-6	-2	-12	14	-5	-3	-4	-6
COc1cccc(CN2CCN(C(=O)c3cccc(OC)c3)CC2)c1	-4	2	3	-2	4	13	-1	-7
